Screening data: PubChem, Dana-Farber Cancer Institute and Novartis Institutes for BioMedical Research (Cambridge, Mass)
USP17 inh – human USP17-like deubiquitinase inhibition; A8MUK1; AID 1645855; 47,000 tested, 6.5% active; inhibition, % at 50 µM; purified USP17, Ub-rhodamine cleavage fluorescence, 3 h
USP10 block – human USP10 deubiquitinase inhibition; purified USP10, Ub-rhodamine fluorescence, 60 min; Q14694; 47,000 tested, 1.1% active; inhibition, % at 20 µM
Target sequence (Q14694 whole entry, looked up): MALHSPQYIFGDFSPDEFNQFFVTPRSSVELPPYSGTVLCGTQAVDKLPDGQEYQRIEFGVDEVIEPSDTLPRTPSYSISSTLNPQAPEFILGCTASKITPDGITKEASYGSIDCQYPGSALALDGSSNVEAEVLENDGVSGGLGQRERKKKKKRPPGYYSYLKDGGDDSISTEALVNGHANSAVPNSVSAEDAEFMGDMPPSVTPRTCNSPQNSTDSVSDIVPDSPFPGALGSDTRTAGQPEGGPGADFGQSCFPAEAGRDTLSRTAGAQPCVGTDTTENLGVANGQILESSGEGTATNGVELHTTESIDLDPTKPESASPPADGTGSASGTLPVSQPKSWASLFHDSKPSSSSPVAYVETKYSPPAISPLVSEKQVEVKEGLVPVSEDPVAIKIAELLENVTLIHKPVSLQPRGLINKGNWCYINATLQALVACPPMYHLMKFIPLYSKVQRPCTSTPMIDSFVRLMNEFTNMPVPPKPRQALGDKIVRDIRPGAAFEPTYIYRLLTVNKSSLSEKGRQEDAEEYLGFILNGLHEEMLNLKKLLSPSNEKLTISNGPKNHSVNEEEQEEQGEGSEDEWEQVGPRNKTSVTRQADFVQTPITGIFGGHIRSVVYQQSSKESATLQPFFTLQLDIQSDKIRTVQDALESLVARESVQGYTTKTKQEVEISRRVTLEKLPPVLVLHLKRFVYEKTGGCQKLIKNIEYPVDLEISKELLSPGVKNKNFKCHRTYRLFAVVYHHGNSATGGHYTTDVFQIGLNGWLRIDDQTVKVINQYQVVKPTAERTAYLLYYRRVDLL
USP8 inh – human USP8 deubiquitinase inhibition; P40818; purified USP8, Ub-rhodamine cleavage fluorescence, 30 min; inhibition, % at 20 µM; 47,000 tested, 4.2% active; AID 1645853
UCHL1 block – inhibitors of human UCHL1 deubiquitinase. inhibition, % at 20 µM. purified UCHL1, Ub-rhodamine cleavage fluorescence. 47,000 tested, 0.2% active. AID 1645859. P09936
Target sequence (P09936 whole entry, looked up): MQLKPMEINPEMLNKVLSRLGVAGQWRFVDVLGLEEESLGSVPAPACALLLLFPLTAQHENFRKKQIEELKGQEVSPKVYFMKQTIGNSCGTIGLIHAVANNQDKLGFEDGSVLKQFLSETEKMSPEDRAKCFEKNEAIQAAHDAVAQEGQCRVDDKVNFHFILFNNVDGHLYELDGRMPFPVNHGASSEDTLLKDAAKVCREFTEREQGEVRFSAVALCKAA
USP28 inh – human USP28 deubiquitinase inhibition; purified USP28, Ub-rhodamine cleavage fluorescence, 30 min; inhibition, % at 25 µM; 47,000 tested, 3% active; AID 1645857
USP7 inh – human USP7 deubiquitinase inhibition; 47,000 tested, 0.3% active; purified USP7, Ub-rhodamine cleavage fluorescence; inhibition, % at 20 µM; Q93009; AID 1645854
USP30 inh – blocks human USP30 ubiquitin-rhodamine cleavage | Q70CQ3 | purified USP30, Ub-rhodamine cleavage fluorescence | inhibition, % at 25 µM | 47,000 tested, 5.3% active | AID 1645860
OTUD3 inh – human OTUD3 deubiquitinase inhibition; Q5T2D3; purified OTUD3, Ub-rhodamine fluorescence, 2 h; inhibition, % at 25 µM; 47,000 tested, 0.7% active; AID 1645858
* marks the source's active call; other numbers are inactive results; nt = not tested or not shown. Cut-off read from the data, not from the text of the source: active = inhibition above about 30%; inactive = the rest. Hits appear at their usual frequency; any-hit rate near 14%.

no. | SMILES | USP17 inh | USP10 block | USP8 inh | UCHL1 block | USP28 inh | USP7 inh | USP30 inh | OTUD3 inh
1 | Cc1cc2n(n1)CCCN2C(=O)CCC(=O)Nc1cc(F)ccc1F | -8 | 0 | -18 | 0 | -4 | 1 | -7 | -4
2 | CCc1ccc(S(=O)(=O)Nc2cnc(N3CCCC3)nc2)cc1 | -11 | -1 | -20 | -2 | -1 | -3 | 5 | 2
3 | CCc1ccc(NC(=O)c2nnn(-c3cccc(F)c3)c2C)cc1 | 14 | 2 | 9 | 1 | 17 | 7 | 14 | 8
4 | COc1ccccc1C1C2=C(CC(C)(C)CC2=O)Nc2ccccc2N1C(=O)c1ccccc1 (stereo not drawn) | -22 | -1 | -104 | -2 | -8 | -3 | -9 | -1
5 | CC(C)(C)c1ccc(C(=O)Nc2ccc3c(c2)CC(=O)N3)cc1 | -9 | -2 | 17 | -1 | 23 | -4 | -26 | -15
6 | O=C(/C=C/c1ccccc1F)c1ccoc1 | 4 | 6 | 2 | 2 | -4 | nt | -14 | 1
7 | CN(C)c1ncc(-c2cc(C(=O)N3CCCC3)n(CC3CC3)c2)cn1 | -6 | 1 | -15 | -1 | -8 | -4 | -15 | -6
8 | Cc1cccc(NC(=O)Cn2cc(C(=O)N3CCCCC3)c(=O)c3ccc(C)nc32)c1 | 3 | -5 | 0 | -2 | 0 | -3 | 12 | 8
9 | O=C1CCCC2=C1C(c1ccco1)Nc1cc(C(=O)c3ccccc3)ccc1N2 (stereo not drawn) | -79 | -8 | -33 | -6 | -65 | -43 | -450 | -56
10 | COc1ccc(NC(=O)c2sc(N3CCOCC3)nc2-c2ccccc2)c(OC)c1 | 53* | -3 | -3 | 4 | 15 | -5 | 48* | 2
11 | CCC(C)[C@H](NC(=O)[C@@H]1Cc2c([nH]c3ccccc23)C2c3ccccc3C(=O)N21)C(=O)NCCc1ccc(OC)cc1 (stereo partly drawn) | -16 | -5 | -20 | -6 | -29 | -7 | -143 | -24
12 | Cc1nc(-c2ccccc2C(=O)O)cc(C2CCN(C(=O)C(C)(C)C)C2)n1 (stereo not drawn) | -11 | 0 | -22 | -1 | -2 | 2 | -86 | -4
13 | COc1cccc(CNC(=O)c2c(N3CCCC3=O)c3cc(C)ccc3n2C)c1 | 1 | 2 | 4 | 2 | 6 | 3 | 13 | 9
14 | CC1(C)Cc2c(c(N3CCOCC3)nc3sc4c(NCCCN5CCOCC5)ncnc4c23)CO1 | -1 | -2 | -9 | 3 | -9 | 3 | -2 | -8
15 | Cc1ccc(NC(=O)N2CCC3(CC2)NC(=O)C(CC(C)C)NC3=O)cc1 (stereo not drawn) | 43* | 2 | 21 | 1 | 17 | 3 | 46* | 25
16 | COc1ccccc1CNC(=O)c1cc(OCc2ccccc2)nc2ccccc12 | 57* | -1 | -5 | 6 | nt | 6 | nt | 3
17 | COc1ccc(NC(=O)CN2C(=O)C(C)N(c3ccc(C)cc3)C2=O)cc1OC (stereo not drawn) | -8 | -1 | -20 | -3 | -2 | -4 | -6 | -5
18 | Cc1cc(=O)[nH]c(C2CN(C(=O)CN3CCCCCC3=O)CCO2)n1 (stereo not drawn) | 6 | 1 | 7 | 0 | 4 | 4 | 17 | 13
19 | CCc1ccc(OCc2nnc(SCC(=O)NC3CCS(=O)(=O)C3)n2C(C)c2ccccc2)cc1 (stereo not drawn) | -3 | -5 | -6 | -1 | 2 | -26 | -21 | -15
20 | COc1cc2c(=O)n(CCC(=O)NCC3CCCO3)c(=O)n(CC(=O)c3ccccc3)c2cc1OC (stereo not drawn) | 6 | -1 | 0 | 3 | 9 | 6 | 23 | 2
21 | CC(NC(=O)c1ccc2cn[nH]c2c1)c1ccccc1 (stereo not drawn) | -10 | 0 | -8 | -1 | -1 | -2 | 4 | -10
22 | Cc1noc(-c2ccnc(-n3cnc(C(=O)NCC4CC4)c3)c2)n1 | 7 | 5 | 9 | 4 | 5 | 8 | 12 | 10
23 | O=C(c1ccccn1)N1CCC2(CC1)CC1(CO2)Nc2ccccc2-n2cccc21 (stereo not drawn) | 46* | -7 | 77* | 15 | -19 | -14 | -144 | -22
24 | COc1ccccc1CNC(=O)[C@@H]1Cc2c([nH]c3ccccc23)C2c3ccccc3C(=O)N21 (stereo partly drawn) | -21 | -2 | -9 | 2 | -22 | -14 | -107 | -21
25 | CN1C(=O)C(C)(C)c2cc(S(=O)(=O)N3CCCC(C(=O)N4CCc5ccccc5C4)C3)ccc21 (stereo not drawn) | 4 | -2 | 8 | 2 | 11 | 5 | 13 | 3
26 | CC1CCc2c(sc3ncnc(NC4CC4)c23)C1 (stereo not drawn) | 10 | 0 | 15 | -1 | 20 | -14 | 22 | 13
27 | Cc1nnc(-c2ccc3ccn(CC(=O)NCC4CCCO4)c3c2)o1 (stereo not drawn) | -7 | -2 | -9 | -3 | -6 | -2 | -27 | -2
28 | Clc1ccc(-c2nc3ccccn3c2CN2CCN(c3ccc(Cl)c(Cl)c3)CC2)cc1 | 6 | 5 | -110 | 4 | 4 | -1 | 10 | 7
29 | c1ccc(Cc2cc(-c3ccccc3)no2)cc1 | 1 | 2 | 7 | 5 | 29 | 4 | 12 | 11
30 | Cc1cc(F)ccc1NC(=O)CCc1nc(CSc2nnc(-c3ccco3)o2)no1 | -18 | -6 | -144 | -2 | 0 | -4 | 0 | 6
31 | Cc1sc2nc(CNCCc3ccc(F)cc3)[nH]c(=O)c2c1-c1ccccc1 | -39 | 2 | -194 | 0 | 0 | -9 | -32 | 4
32 | CNc1nc(C2CCCN(S(=O)(=O)c3c(C)noc3C)C2)nc2c1CCN(C)C2 (stereo not drawn) | -45 | -8 | -19 | -4 | -31 | -5 | -101 | -37
33 | CCn1c(=O)c2nscc2n(CC(=O)NCc2ccc(Cl)cc2)c1=O | 2 | -10 | 24 | 7 | -12 | -43 | -93 | -1
34 | CC(=O)N1CCC(Cc2cc(N3CC4(CCCCC4)OC3=O)ncn2)CC1 | -28 | -3 | -264 | 2 | 5 | -5 | 1 | 16
35 | COc1ccccc1C(=O)N1Cc2ccccc2N(C)C(C)C1 (stereo not drawn) | -9 | 0 | -4 | 0 | -8 | -6 | 0 | -4
36 | O=C(c1nn2c(C(F)(F)F)cc(-c3ccccc3)nc2c1Br)N1CCN2CCCC2C1 (stereo not drawn) | -3 | -7 | -7 | 7 | -7 | 0 | -22 | -6
37 | Cc1ccc(NC(=O)C2CCCC2)cc1S(=O)(=O)N1CCOCC1 | -14 | 0 | -3 | -2 | -9 | 1 | -5 | -3
38 | COc1cc(C(=O)NCC(c2ccco2)N2CCCC2)cc(OC)c1OC (stereo not drawn) | -20 | -2 | -2 | -4 | -3 | 0 | -10 | -3
39 | O=C(c1ccccn1)N1CCN(c2cc(-c3ccccc3)[nH]n2)CC1 | 1 | 2 | 4 | 5 | -12 | 1 | 11 | -14
40 | COc1cccc(OC)c1C(=O)C1CC(=O)Nc2n[nH]c(C)c21 (stereo not drawn) | -2 | -1 | 2 | 1 | -2 | 5 | 5 | 0
41 | COc1cccc(NC(=O)c2cnc3c(c2)c(=O)n(C)c(=O)n3C)c1 | 22 | 8 | 18 | 4 | 41* | 12 | 71* | 19
42 | CCC(=O)Nc1ccc(CN(C(=O)c2cccs2)c2ccc(C)cc2)cc1 | 18 | 7 | 10 | 6 | 16 | 5 | 20 | 15
43 | Cc1ccc(N2CCN(CCc3nc4cc(NS(=O)(=O)c5ccc(F)cc5)ccc4n3C)CC2)cc1 | 9 | 2 | -1 | 3 | -2 | 1 | -19 | -13
44 | COCCN(C(=O)C1CC1)c1nc(-c2ccccc2)cs1 | 11 | 4 | 31* | 6 | 18 | 0 | 20 | 11
45 | Cc1nc(C(=O)NC(C)c2ccc(-n3ccnc3)cc2)nn1-c1ccc(F)cc1 (stereo not drawn) | 0 | 3 | 2 | 2 | 8 | nt | 11 | 5
46 | CC(C)NC(=O)Cn1c(C2CC(=O)N(Cc3ccccc3)C2)nc2ccccc21 (stereo not drawn) | 14 | -1 | 19 | 0 | 8 | 1 | 10 | 9
47 | Cc1ccc(N2C(=O)CC(c3ccc(F)cc3)C3=C2COC3=O)cc1 (stereo not drawn) | 4 | 0 | 0 | 4 | 12 | -121 | 18 | 8
48 | Cc1nc(C2CCCCN2Cc2ccncc2)nc2c1CCC(=O)N2Cc1ccccn1 (stereo not drawn) | 3 | -5 | 13 | -2 | -3 | 0 | -5 | 6
49 | CCn1nccc1-c1cc(C2CCN(S(=O)(=O)N(C)C)CC2)nc(C)n1 | -6 | 0 | -4 | 0 | 1 | -1 | -2 | -5
50 | COc1cc(CCNC(=O)Cc2cccc(Br)c2)ccc1OCc1ccccc1 | 23 | 3 | 14 | 3 | 24 | 1 | 48* | 24

Later entries:
no. | SMILES | USP17 inh | USP10 block | USP8 inh | UCHL1 block | USP28 inh | USP7 inh | USP30 inh | OTUD3 inh
51 | O=S(=O)(c1ccc(Cl)cc1)N1CCC(c2[nH]nc3nccnc23)CC1 | -10 | 2 | -11 | -1 | -17 | 3 | -30 | -10
52 | CC(=O)Nc1ccc(S(=O)(=O)N2CCN(c3c(C)n(C)c(=O)n(C)c3=O)CC2)cc1 | 0 | 3 | 2 | -1 | -8 | 0 | -2 | -1
53 | CC(=O)N1CC[C@@H]2Oc3ccccc3S(=O)(=O)N(CC(C)C)[C@H]2CC1 | -8 | 1 | 1 | -1 | -8 | 0 | 0 | 0
54 | COc1ccccc1C(=O)N1CCC(c2nc3c(nnn3Cc3ccc(C)cc3)c(=O)[nH]2)CC1 | 3 | 7 | 13 | 2 | 3 | -10 | 28 | 1
55 | CC(C)NC(=O)c1nc(-c2ccc(-n3cccc3)cc2)no1 | 21 | 1 | -1 | -2 | -5 | -3 | 0 | -4
56 | O=C(CSc1ncnc2c1oc1ccccc12)Nc1ccc(Cl)c(Cl)c1 | 23 | 0 | -1 | 2 | nt | 4 | nt | -9
57 | Cc1ccccc1S(=O)(=O)N1CCN(c2cc(-c3ccncc3)[nH]n2)CC1 | nt | 5 | 8 | 3 | 10 | 3 | 18 | 1
58 | Cc1ccc(-n2c(-c3ccccc3)cn3c4c(=O)[nH]c(=O)n(C)c4nc23)cc1Cl | 52* | 8 | -7 | 1 | 16 | 4 | 34* | 10
59 | Cc1cccc(N2CCN(c3ncnc4sc(C(=O)O)c(C)c34)CC2C)c1 (stereo not drawn) | -8 | -11 | 8 | -7 | -2 | -21 | -138 | 1
60 | Cc1nc2ccc(NC(=O)Nc3ccccc3F)cc2s1 | -12 | -5 | -9 | -4 | 40* | -1 | -37 | -14
61 | O=C(NCCC1=CCCCC1)C(Cc1ccccc1)NS(=O)(=O)c1cccc2cccnc12 (stereo not drawn) | -44 | -1 | -85 | -1 | -32 | -6 | -130 | -25
62 | O=C1CC(c2noc(CCc3ccccc3)n2)CN1Cc1ccccc1 (stereo not drawn) | 1 | -8 | 2 | 1 | 2 | -12 | 5 | -3
63 | CC(NC(=O)C1CCN(c2cnc(N3CCOCC3)nc2)CC1)c1ccc(F)cc1 (stereo not drawn) | -14 | -6 | -2 | 1 | -10 | 0 | -26 | -10

10 compounds already listed, ordered by heavy-atom count, largest number first.
no. | SMILES | USP17 inh | USP10 block | USP8 inh | UCHL1 block | USP28 inh | USP7 inh | USP30 inh | OTUD3 inh
54 | COc1ccccc1C(=O)N1CCC(c2nc3c(nnn3Cc3ccc(C)cc3)c(=O)[nH]2)CC1 | 3 | 7 | 13 | 2 | 3 | -10 | 28 | 1
61 | O=C(NCCC1=CCCCC1)C(Cc1ccccc1)NS(=O)(=O)c1cccc2cccnc12 (stereo not drawn) | -44 | -1 | -85 | -1 | -32 | -6 | -130 | -25
48 | Cc1nc(C2CCCCN2Cc2ccncc2)nc2c1CCC(=O)N2Cc1ccccn1 (stereo not drawn) | 3 | -5 | 13 | -2 | -3 | 0 | -5 | 6
63 | CC(NC(=O)C1CCN(c2cnc(N3CCOCC3)nc2)CC1)c1ccc(F)cc1 (stereo not drawn) | -14 | -6 | -2 | 1 | -10 | 0 | -26 | -10
58 | Cc1ccc(-n2c(-c3ccccc3)cn3c4c(=O)[nH]c(=O)n(C)c4nc23)cc1Cl | 52* | 8 | -7 | 1 | 16 | 4 | 34* | 10
59 | Cc1cccc(N2CCN(c3ncnc4sc(C(=O)O)c(C)c34)CC2C)c1 (stereo not drawn) | -8 | -11 | 8 | -7 | -2 | -21 | -138 | 1
56 | O=C(CSc1ncnc2c1oc1ccccc12)Nc1ccc(Cl)c(Cl)c1 | 23 | 0 | -1 | 2 | nt | 4 | nt | -9
51 | O=S(=O)(c1ccc(Cl)cc1)N1CCC(c2[nH]nc3nccnc23)CC1 | -10 | 2 | -11 | -1 | -17 | 3 | -30 | -10
55 | CC(C)NC(=O)c1nc(-c2ccc(-n3cccc3)cc2)no1 | 21 | 1 | -1 | -2 | -5 | -3 | 0 | -4
60 | Cc1nc2ccc(NC(=O)Nc3ccccc3F)cc2s1 | -12 | -5 | -9 | -4 | 40* | -1 | -37 | -14
